From PubChem BioAssay
Tb PGK inh = blocks T. brucei phosphoglycerate kinase; P07378; PGK/GAPDH coupled, Kinase-Glo luminescence, 60 min; 0.043% of 380,000 active; AID 602233; Potency, µM (top dose mostly 57.5 µM), inactives show top-dose activity change, negative = inhibition, actives largely listed as inhibitors; further: on the % scale 0 is the no-effect control and ±100 the full control effect; nearly all actives have a fitted effect of over 60% in size
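Recombinant glycosomal PGK reaction used 1,3-bisphosphoglycerate generated in-well by GAPDH (100nM final) in 100mM TEA pH 7.6, 5mM MgCl2, 0.01% Tween-20. After 60 minutes at room temperature, ATP was read by Kinase-Glo Plus luminescence end-point.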
TrxR1 inh = rat TrxR1 inhibition; recombinant rTrxR1, NADPH fluorescence consumption, selenite substrate; Potency, µM (titrated, usually from 114 µM), without a hit: top-dose activity change, negative = inhibition, usual class: inhibitors; 1% of 390,000 active; AID 588453; further: on the % scale 0 is the no-effect control and ±100 the full control effect; nearly all actives have a fitted effect of over 65% in size
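Rat TrxR1 (90 nM in the dispensed reagent) was pre-reduced with 400 uM NADPH for 5 min at room temperature, then incubated with compound for 15 min. After 400 uM selenite was added, NADPH fluorescence (Ex 340/Em 450 nm) was followed for 8 min.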
GLS inhibitor = inhibitors of human glutaminase (GLS); O94925; GLS enzymatic activity, qHTS titration; Potency, µM (top dose mostly 45.5 µM), inactives show at the highest dose activity change, negative = inhibition, actives largely listed as inhibitors; 0.21% of 410,000 active; further: on the % scale 0 is the no-effect control and ±100 the full control effect
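hKGA in 45 mM KH2PO4 pH 8.2, 0.02% Tween-20 with pin-transferred compounds; 1 mM L-glutamine (stock) plus glutamate oxidase/HRP/Amplex Red coupling added. Fluorescence read initially and after 30 min at RT.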
ERG-DNA inh = blocks human ERG Ets domain binding to DNA. P11308. fluorescence polarization, His-ERG Ets domain / labelled DNA. Potency, µM (top dose mostly 76.9 µM), for inactives: top-dose FP activity, negative = inhibition, most hits filed as inhibitors. 0.028% of 370,000 active. AID 624246; active means well fitted inhibition curve with a large enough effect in the polarisation, with a control signal flat; inconclusive means small, poorly fitted or top-dose-only effect, or effect the other way, or a change in a side signal; inactive means no such curve, though single readings can be large or run the other way; the % refers to the polarisation;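 further: polarization taken with two DNA probes labelled with fluorescein and Texas red; % of control where 0% means no effect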
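His-tagged ERG Ets domain (1 uM in the protein solution; 300mM KCl, 50mM Tris-HCl, 1mM EDTA, 1mM DTT, pH 7.5) received compound, then a probe mix of 5 nM fluorescein-DNA and 100nM Texas-615-DNA. Fluorescence polarization was read for both dyes.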
Pin1 inh = human Pin1 inhibition. 0.009% of 390,000 active. Potency, µM (series often up to 115 µM), for inactives: top-dose activity, negative = inhibition, hits mostly inhibitors. AID 504891. Pin1 FP peptide displacement, HiFluor488, 10 min; active means well fitted inhibition curve with a large enough effect in the polarisation, with a control signal flat, not every such curve was filed as active; inconclusive means small, poorly fitted or top-dose-only effect, or effect the other way, or a change in a side signal; inactive means no such curve, though single readings can be large or run the other way; the % refers to the polarisation; further: on the % scale 0 is the no-effect control and ±100 the full control effect
Target sequence (Q13526 whole entry, looked up): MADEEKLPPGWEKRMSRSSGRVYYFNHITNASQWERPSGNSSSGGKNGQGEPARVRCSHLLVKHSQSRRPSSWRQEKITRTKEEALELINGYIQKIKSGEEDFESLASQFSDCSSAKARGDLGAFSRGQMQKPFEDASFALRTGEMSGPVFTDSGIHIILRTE
RGS4 inhibitor = blocks human RGS4-accelerated GTP hydrolysis; Transcreener GDP fluorescence polarization, RGS4-accelerated GTP hydrolysis; Potency, µM (doses to about 114 µM), inactives show at the highest dose activity change, negative = inhibition, actives largely listed as inhibitors; 0.039% of 390,000 active; AID 504845; further: on the % scale 0 is the no-effect control and ±100 the full control effect; nearly all actives have a fitted effect of over 75% in size; some results filed as inactive show a strong effect at the top dose
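MLSMR compounds (23 nl, pin-transferred) preincubated 10 min at room temperature with a 500nM (2x) first reagent, then RGS4 at 900nM (2x) plus Transcreener GDP mix added; fluorescence polarization (620/688 nm) read before and after 90 min at 30 °C.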
12-LOX inh = inhibitors of human 12S-lipoxygenase ALOX12 | P18054 | purified 12hLO, xylenol orange hydroperoxide absorbance | Potency, µM (highest dose often 108 µM), for the others: top-dose activity change, negative = inhibition, most hits filed as inhibitors | 1.1% of 580,000 active | AID 1671190; further: on the % scale 0 is the no-effect control and ±100 the full control effect
Target sequence (P18054 whole entry, looked up): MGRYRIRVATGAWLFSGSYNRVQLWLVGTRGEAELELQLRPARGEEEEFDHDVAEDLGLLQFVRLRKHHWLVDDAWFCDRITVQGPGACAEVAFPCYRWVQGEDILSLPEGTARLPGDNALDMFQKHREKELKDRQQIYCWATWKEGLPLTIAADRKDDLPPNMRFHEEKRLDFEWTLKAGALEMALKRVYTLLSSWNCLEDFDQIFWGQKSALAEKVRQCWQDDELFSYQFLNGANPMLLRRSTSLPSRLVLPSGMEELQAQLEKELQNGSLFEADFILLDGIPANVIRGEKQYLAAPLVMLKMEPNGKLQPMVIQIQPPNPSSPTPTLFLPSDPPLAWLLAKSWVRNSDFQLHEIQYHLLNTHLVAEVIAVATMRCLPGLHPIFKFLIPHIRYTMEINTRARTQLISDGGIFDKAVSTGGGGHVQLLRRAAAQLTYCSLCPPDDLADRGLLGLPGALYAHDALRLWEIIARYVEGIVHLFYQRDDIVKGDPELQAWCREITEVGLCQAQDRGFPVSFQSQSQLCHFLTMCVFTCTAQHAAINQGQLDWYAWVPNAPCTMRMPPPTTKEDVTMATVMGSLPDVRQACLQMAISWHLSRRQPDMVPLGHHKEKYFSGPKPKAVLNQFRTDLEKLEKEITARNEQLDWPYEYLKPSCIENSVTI
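Hydroperoxide product was detected by ferrous iron/xylenol orange as the 573 to 405 nm absorbance ratio. Arachidonic acid at 40 uM (final) was turned over for 30 min at room temperature by 150 nM human 12hLO, pH 7.0 Hepes buffer, after 15 min compound preincubation.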
HP1b binding inh = inhibitors of HP1-beta chromodomain binding to methylated histone tails; AlphaScreen HP1-beta / biotin-H3K9me3 peptide binding; Potency, µM (top dose mostly 114 µM), inactives show at the highest dose activity change, negative = inhibition, most hits filed as inhibitors; 0.56% of 390,000 active; further: nearly all actives have a fitted effect of over 70% in size; inactives centre near 23
Target sequence (P83916 whole entry, looked up): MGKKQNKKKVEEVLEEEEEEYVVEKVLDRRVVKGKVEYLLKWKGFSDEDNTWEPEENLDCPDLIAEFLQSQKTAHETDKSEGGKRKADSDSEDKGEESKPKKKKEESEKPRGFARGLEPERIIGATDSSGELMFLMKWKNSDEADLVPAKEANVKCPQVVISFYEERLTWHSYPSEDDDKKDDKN
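AlphaScreen: HP1-beta (50 nM) preformed 30 min with biotin-H3(1-18)K9me3 peptide (50 nM) in PBS pH 7.4, 0.01% Tween-20. Compound added for 30 min at RT, then streptavidin donor/nickel chelate acceptor beads (10 ug/mL) for 30 min.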
JMJD2A Tudor = blocks the human JMJD2A Tudor domain | 4.4% of 390,000 active | Potency, µM (doses to about 114 µM), inactives show at the highest dose activity change, negative = inhibition, most hits filed as inhibitors | AID 504339 | O75164 | AlphaScreen JMJD2A-Tudor / H3K4me3 peptide binding; further: on the % scale 0 is the no-effect control and ±100 the full control effect; nearly all actives have a fitted effect of over 50% in size
* marks the source's active call; other numbers are inactive results; i = inactive; ? = inconclusive; nt = no result given; & = joins results of further samples; [ ] = dose if it differs, or a comment. Unless noted, the call rests on the fitted dose curve; in most records, active means well fitted curve in the direction sought with a large enough effect; inconclusive means small, poorly fitted or top-dose-only effect, or another doubt; inactive means no such curve, though single readings can be large; an effect the other way counts as inactive or inconclusive. Potency means the concentration at half of the fitted maximal effect. These rows are one share of the data (hit frequency here may not be typical).

structure | Tb PGK inh | TrxR1 inh | GLS inhibitor | ERG-DNA inh | Pin1 inh | RGS4 inhibitor | 12-LOX inh | HP1b binding inh | JMJD2A Tudor
CC(=O)Oc1ccc2oc(=O)c3c(c2c1)CCCN3C(=O)CN1CCN(c2ncccn2)CC1 | -2% | -5%[57.1 µM] | 6% | 8% | -7% | -6% | 2% | 27% | -1%
Cc1cccc(NS(=O)(=O)c2nnc(NC(=O)c3cccc(C)c3)s2)c1 | -17% | 18%&3% | 23%&15% | -1%&-8% | 1%&0% | -3%&9% | -48%&-27% | 35%&44%[activator] | -13%&-10%
COc1ccc(Cl)cc1NC(=S)NCc1cccnc1 | 6% | ? | 0% | -4% | 9% | -20% | -21% | 46%[activator] | -2%
O=C(NN=C(Cc1ccccc1)Cc1ccccc1)c1ccc(F)cc1 | -3% | 14% | -3% | 7% | -3% | -6% | 6% | 55%[activator] | 4%
COc1ccc(N2C(C)=CS/C2=C(/C#N)c2nnc(N3CCOCC3)n2-c2ccccc2)cc1 | i | 5% | ? | nt | -9% | -25% | -15% | 1% | -19%
O=C(COc1ccccc1)NC(=S)Nc1cccc2cc(O)ccc12 | -7% | -17% | 5% | -7% | -9% | -17% | 1% | 31% | -29%
CC(C)N1CCC(N2CCN(C3CCCCCC3)CC2CCO)CC1 (configuration not stated) | 0% | 5% | -3% | 3% | -13% | -10% | -2% | 6% | -7%
O=C(c1ccccc1Br)N1CCC(c2nc3ccccc3o2)CC1 | i | 30% | -5% | -4% | -8% | -6% | -19% | 25% | -10%
COC(=O)C1=CN(CC2CCCO2)C=C(C(=O)OC)C1c1cc(OC)c(OC)c(OC)c1 (configuration not stated) | -5% | 21% | nt | -15% | 1% | 48% | 0% | 31%[activator] | 34%
CCOC(=O)N1CCN(Cc2nc3c(c(=O)n(C)c(=O)n3C)n2Cc2ccc(F)cc2)CC1 | -2% | 9%[57.1 µM] | -11% | -5% | 3% | -18% | 22% | 46%[activator] | -6%
O=C(c1ccc(Cl)c([N+](=O)[O-])c1)N(Cc1ccccc1)C1CCS(=O)(=O)C1 (configuration not stated) | 0% | -10% | -9% | -10% | -6% | -16% | 11% | 32% | 1%
CCOC(=O)c1cc2occc2n1CC(=O)NCCOC | 6% | -9% | -5% | 1% | 1% | 18% | -11% | 25% | -10%

Next part:
structure | Tb PGK inh | TrxR1 inh | GLS inhibitor | ERG-DNA inh | Pin1 inh | RGS4 inhibitor | 12-LOX inh | HP1b binding inh | JMJD2A Tudor
CC12CCC(=O)N1c1ccccc1C(=O)N2c1ccccc1 (configuration not stated) | -6% | 22% | 2% | nt | -9% | -41% | 2% | 26% | 1%
Cc1cccc(-c2nsc(SCC(=O)N3CCCC3)n2)c1 | -3% | 1% | -1% | 4% | 7% | -33% | 0% | 3% | 2%
COc1cc(C2CC(=O)Nc3cc4c(cc32)OCCO4)cc(Br)c1OC (configuration not stated) | -6% | 14% | -4% | 0% | 11% | 5% | 0% | 39%[activator] | -9%
O=C(Nc1ccc2sccc2c1)c1ccc(Cl)s1 | -7% | 5% | -6% | 10% | 4% | -6% | 9% | 71%[activator] | -15%
O=C(C1CCN(S(=O)(=O)c2ccc(-n3cnnn3)cc2)CC1)N1CCCCC1 | 7% | 9%[57.1 µM] | 0% | 8% | -3% | -26% | -10% | 12% | ?
C=C1CCN(C(C(=O)O)C(C)C)S(=O)(=O)c2ccccc21 (configuration not stated) | nt | ? | nt | nt | -9% | 17% | nt | 9% | -15%
O=C1c2ccccc2N2C(=O)c3ccccc3C2N1Cc1ccccc1 (configuration not stated) | 0% | 20% | 0% | 13% | -5% | -15%[11.4 µM] | -4% | 59%[activator] | -7%[11.4 µM]
Cc1ccc(S(=O)(=O)NNC(=O)C(=O)NNS(=O)(=O)c2ccc(C)cc2)cc1 | -8% | 3% | 43%[activator] | 2% | -8% | 1% | -10% | 33% | 35µM*
CC(=O)Nc1ccc(S(=O)(=O)N(C)Cc2ccccc2)cc1 | -7% | 5% | -1% | 14% | -3% | -3% | -9% | 52%[activator] | -6%
Cc1ccccc1NC(=O)c1ccc(NC(=O)N2CCSc3ncccc32)cc1 | 0% | 17% | 4% | -6% | 1% | 4% | ? | 43%[activator] | 5%
O=C(NCCc1ccc(Cl)cc1)C1(c2cccs2)CCOCC1 | -2% | 17%[57.1 µM] | 19% | -6% | -3% | 4% | -9% | 21% | 4%
Cc1cccc(NC(=O)CN2C(=O)c3ccccc3S2(=O)=O)n1 | 0% | -8%[57.1 µM] | -2% | -3% | -12% | 13% | -7% | 1% | -18%

The list goes on:
structure | Tb PGK inh | TrxR1 inh | GLS inhibitor | ERG-DNA inh | Pin1 inh | RGS4 inhibitor | 12-LOX inh | HP1b binding inh | JMJD2A Tudor
O=C(OCC(=O)N1CCN(C(=O)c2ccco2)CC1)c1cc(=O)c2ccccc2o1 | 16% | -2% | 1% | 4% | -2% | -19% | -2% | 9% | -23%
C/C(=N\NC(=O)c1nnn(-c2nonc2N)c1CSc1ccc(C)cc1)c1ccco1 | 6% | -8% | -3% | -3% | -3% | -37%[56.9 µM] | -3% | 64%[activator] | -18%
O=S(=O)(c1cccs1)N1CCc2ccccc2C1 | i | -1% | -9% | -6% | 0% | 19%[11.4 µM] | 0% | 60%[activator] | -18%[11.4 µM]
O=C(C1=C(O)C(=O)N(CC2CCCO2)C1c1ccccc1Cl)c1ccco1 (configuration not stated) | -5% | 5% | -10% | -5% | -9% | 17% | 32µM* | 8% | -10%
CCn1c(SCC(=O)Nc2cccc(O)c2)nc2c1c(=O)n(C)c(=O)n2C | -4% | 12% | 3% | 10% | 0% | 0% | 0% | 7% | -8%
CSCCC(NC(=O)c1cccc(C)c1)C(=O)Nc1sccc1C(N)=O (configuration not stated) | -8% | -2% | 3% | 9% | 16% | -14% | -16% | 17% | -17%
CCn1c(SCC(=O)Nc2cccc(C)c2)nc2ccccc2c1=O | -5% | 20% | -2% | 4% | -13% | -3% | 0% | 31% | -16%
Cc1ccc2cccc(OCC(=O)Nc3ccc4c(c3)OCO4)c2n1 | 3% | 15%[57.1 µM] | 1% | 0% | 7% | -6% | 4% | 2% | -22%
Cc1cccc(Cn2c(SCc3ccc(C(=O)NCc4cccs4)cc3)nc3cccnc32)c1 | 4% | 7% | 17% | 5% | 53%[activator] | -1% | -10% | 29% | -15%
Cc1cc2nn(-c3ccc(F)cc3)nc2cc1NC(=O)c1cc(Cl)ccc1Cl | 8% | 40%[11.4 µM] | -15% | -1% | 1% | 34% | ? | 18% | 6%
COc1ccc(OCCC(=O)OCC(=O)NCCC2=CCCCC2)cc1 | -2% | 32%[57.1 µM] | -2% | 5% | -9% | -6% | 6% | 13% | -9%
Cc1ccc(CS(=O)Cc2ccc(C(=O)NC3CCC(C)CC3)o2)cc1 (configuration not stated) | -4% | -18% | -1% | 8% | -12% | 8%[11.4 µM] | -23% | 28% | -20%

(continued)
structure | Tb PGK inh | TrxR1 inh | GLS inhibitor | ERG-DNA inh | Pin1 inh | RGS4 inhibitor | 12-LOX inh | HP1b binding inh | JMJD2A Tudor
O=[N+]([O-])c1ccc(Cl)cc1N1CCCC1 | 1% | -4% | 6% | 4% | 1% | -22% | -19% | 10% | -34%
COc1cccc(C2Nc3ccccc3C(=O)N2O)c1O (configuration not stated) | -6% | -14% | 42%[activator] | 0% | -11% | -14% | -7% | 20% | -23%
CC(C)(C)NC(=O)/C=C/c1cccs1 | -6% | 12% | 0% | -16% | -3% | -9% | 0% | 43%[activator] | -4%
CCOc1nc(C)cc(C)c1S(=O)(=O)c1ccc(Cl)cc1 | -2% | -15% | -5% | 0% | -5% | 10% | -9% | 102%[activator] | 61%[activator]
CCN1C[C@@H]2[C@@H]3C(=O)N(Cc4ccccc4)C(=O)[C@@H]3[C@](Cc3ccccc3)(C1=O)N2C(=O)c1ccccc1 | i | 18%[57.1 µM] | -1% | 6% | 6% | -7% | -3% | 86%[activator] | -9%
COc1ccc2c(c1)c1c(c(=O)n(-c3ccc(C)cc3)c(=O)n1CC(=O)N1CCCC1)n2C | 1% | 191%[activator] | -13% | 8% | 0% | 5% | -14% | 35% | -8%
CC1(C)CC(N2CCN(CCO)CC2)=CC(=S)N1 | -9% | ? | 5% | 4% | -1% | 11% | 0% | 37% | -3%
O=S(=O)(c1cccs1)N1CCN(c2ccnc3cc(Cl)ccc23)CC1 | i | 5%[57.1 µM] | 0% | 1% | 6% | -16% | 20% | 19% | -9%
CCN(C(=O)CSc1nnnn1-c1ccc(OC)cc1)C1CCS(=O)(=O)C1 (configuration not stated) | i | 26% | -1% | 8% | -3% | 2% | 0% | 46%[activator] | 0%
Cc1ccc(C2C(C#N)=C(N)SC(N)=C2C#N)c(C)c1 | 4% | 2.8µM* | 3% | 19% | ? | -12% | nt | 49%[activator] | 89µM*
COc1cc(CCC(=O)Nc2ccc(C)c(S(=O)(=O)N3CCCCCC3)c2)cc(OC)c1OC | i | 22% | 8% | nt | -4% | -2% | -2% | -13% | -26%
C=CCn1c(Cc2cccs2)nnc1SCC(=O)c1ccc2ccccc2c1 | -4% | -10% | 1% | 0% | 26% | -4% | 10% | 14% | -24%
COc1ccc(CN2COc3ccc4c(C)cc(=O)oc4c3C2)cc1 | 0% | -85% | 7% | -11% | 2% | 4% | -6% | 17% | -10%
CC(NC(=O)c1cc2ccccn2n1)c1ccccc1 (configuration not stated) | -3% | 14%[57.1 µM] | -1% | 0% | -6% | 0% | -30% | 12% | -12%
COc1nccnc1NS(=O)(=O)c1ccc(NC(=S)NC(=O)/C=C/c2ccc(F)cc2)cc1 | -5% | ? | 14% | 12% | -8% | -52% | 13µM* | -18% | ?
